PfHsp90 yeast 2: inhibits growth of yeast expressing Plasmodium falciparum Hsp90; S. cerevisiae expressing PfHsp90, BacTiter-Glo ATP, 48 h; yeast lacking PDR1 and PDR3 efflux regulators; inhibition, % at 9.4 µM; 310,000 tested, 0.32% active; AID 504621;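 active means every replicate shows inhibition above about 80%, whatever the replicate mean, limit read from the data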;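 further: 0% = DMSO neutral controls and 100% = 20 µM radicicol positive controls; yeast relying on Plasmodium falciparum Hsp90 in place of its own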
Pemphigus Ab inh: blocks pemphigus antibody binding to human desmoglein-3; P32926; DSG3-coupled beads, scFv-anti-DSG3-GFP binding, flow cytometry; hits give low values; binding (percent of control), % at 10 µM; 310,000 tested, 0.48% active;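 active means binding more than 3 SD below its plate's average and above zero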;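 further: hits lower antibody fragment binding to DSG3; some compounds called inactive have numbers as strong as hits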
Target sequence (P32926 whole entry, looked up, the tested form may be a part): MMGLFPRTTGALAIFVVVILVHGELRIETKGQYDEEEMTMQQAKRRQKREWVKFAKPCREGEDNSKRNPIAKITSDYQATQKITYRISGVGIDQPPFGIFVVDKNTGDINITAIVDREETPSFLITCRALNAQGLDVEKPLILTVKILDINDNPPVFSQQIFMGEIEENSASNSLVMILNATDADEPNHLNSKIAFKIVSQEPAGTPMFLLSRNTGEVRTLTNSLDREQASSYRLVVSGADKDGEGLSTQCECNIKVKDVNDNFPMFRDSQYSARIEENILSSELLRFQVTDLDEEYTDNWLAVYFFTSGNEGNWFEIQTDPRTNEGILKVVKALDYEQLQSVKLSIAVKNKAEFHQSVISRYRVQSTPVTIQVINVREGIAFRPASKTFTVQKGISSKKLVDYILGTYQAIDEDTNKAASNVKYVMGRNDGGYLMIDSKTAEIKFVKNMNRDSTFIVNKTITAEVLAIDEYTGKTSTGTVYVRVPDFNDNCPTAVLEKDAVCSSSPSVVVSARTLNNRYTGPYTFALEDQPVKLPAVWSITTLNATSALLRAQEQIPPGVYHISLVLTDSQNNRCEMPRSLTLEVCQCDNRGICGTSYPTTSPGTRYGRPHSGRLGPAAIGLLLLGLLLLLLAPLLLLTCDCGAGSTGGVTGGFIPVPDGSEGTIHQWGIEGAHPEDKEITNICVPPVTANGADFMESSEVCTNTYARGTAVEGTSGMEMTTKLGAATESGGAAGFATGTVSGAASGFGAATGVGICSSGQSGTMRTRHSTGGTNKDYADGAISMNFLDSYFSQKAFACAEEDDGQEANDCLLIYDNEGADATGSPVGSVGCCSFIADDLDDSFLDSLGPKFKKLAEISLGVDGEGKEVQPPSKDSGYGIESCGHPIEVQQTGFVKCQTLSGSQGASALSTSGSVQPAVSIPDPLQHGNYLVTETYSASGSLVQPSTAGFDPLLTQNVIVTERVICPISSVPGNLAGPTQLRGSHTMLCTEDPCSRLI
OPRM1-OPRD1 inv: mu-delta opioid heterodimer inverse agonism; cell-based MOR-DOR heterodimer luminescence; inhibition, % at 9.3 µM; 340,000 tested, 0.21% active; in the data active means inhibition above about 22%, passing the limit was not always enough;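 further: 0% = cells with DMSO and 100% = wells without cells with DMSO; values of inactives mirror those of a sister screen read the other way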
Arr AP2 block: blocks beta-arrestin peptide binding to AP2 adaptin; FITC-arrestin peptide / GST-AP2 beads, flow cytometry; AP2 beta2 appendage carries R879A mutation; inhibition, % at 10 µM; 340,000 tested, 0.31% active; AID 504490;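 active means inhibition above a set limit, near 3 SD of compounds lacking own fluorescence, cut at about 54% in these data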;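 further: plate controls were DMSO wells for no effect and 5 µM unlabelled arrestin peptide for full effect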
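System: GST-AP2 R879A bound to glutathione beads, E. coli-expressed. Also added: 50 nM FITC-arrestin peptide. Schedule: compound with beads 12 min RT, then probe 1 h RT. Signal: bead flow cytometry, FITC channel. Read-out basis: percent response.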
Tat export inh: blocks Tat-dependent protein export in E. coli. E. coli MC4100 TorA-mCherry Tat export, fluorescence. inhibition, % at 10 µM. 340,000 tested, 0.036% active. AID 488895;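 active means mean replicate inhibition at least 50% and at least half of replicates individually reaching 50%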;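 further: exported cargo escapes ClpAP degradation while cytoplasmic cargo is degraded and loses fluorescence; 0% = median of neutral control wells and 100% = median of NaSCN control wells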
Ecoli viability: counter-screen for AddAB inhibitors: E. coli growth inhibition. inhibition, % at 11.9 µM. E. coli V3065 growth, OD600 absorbance, 18 h. 330,000 tested, 0.27% active;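 active means inhibition above the campaign's mean inhibition across all tested compounds plus 3 SD, cut at about 9.9% in these data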;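 further: uninfected addAB+ strain grown without phage in ampicillin broth; 0% = DMSO wells and 100% = ciprofloxacin 0.95 µg/ml wells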
phage Ecoli inh: E. coli growth loss with phage present; 360,000 tested, 0.26% active; growth absorbance; inhibition, % at 11.9 µM; in the data active means inhibition above about 11%
PKA-R1A activ: PKA-R1A complex activation; P00514+P68181; PKA-R1A dissociation, Cy5-IP20 fluorescence polarization; scaled: DMSO 0%, 113 µM cGMP 100%; activation, % at 11.4 µM; 340,000 tested, 0.083% active;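 active means percent activation above the mean of all tested compounds plus 3 SD, cut at about 19% in these data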;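 further: higher means more PKAc released from R1A so a rise in polarization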
SUMO Mot1 rescue: SUMOylation pathway inhibition by Mot1-301 growth rescue; S. cerevisiae Mot1-301 growth rescue, ATP luminescence, 38.5C; percent above DMSO median, 100 means doubled; growth rescue, % at 18.8 µM; 320,000 tested, 1% active; AID 2716;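 active means every valid replicate shows activation above 250% relative to neutral control wells; inactive means the rest, any valid replicate at or below 250%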;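 further: OY570 slx delta 5 strain wells were the positive control but not used for scaling; some compounds called inactive have numbers as strong as hits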
AddAB inh: less growth of phage-infected E. coli with AddAB. 330,000 tested, 0.29% active. inhibition, % at 11.9 µM. AID 435030. E. coli expressing H. pylori AddAB, absorbance growth; in the data active means inhibition above about 12%;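 further: 0% = vehicle wells of infected cells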
OPRM1-OPRD1 ag: agonists of human mu-delta opioid receptor heterodimerization. P35372+P41143. 340,000 tested, 0.3% active. cells, OPRM1-OPRD1 heterodimerization, luminescence. activation, % at 9.3 µM; in the data active means activation above about 18%;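 further: 0% = vehicle-treated cells and 100% = reference agonist; values of inactives mirror those of a sister screen read the other way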
Starred values were filed as active, the others as inactive; . = no result given.

SMILES	PfHsp90 yeast 2	Pemphigus Ab inh	OPRM1-OPRD1 inv	Arr AP2 block	Tat export inh	Ecoli viability	phage Ecoli inh	PKA-R1A activ	SUMO Mot1 rescue	AddAB inh	OPRM1-OPRD1 ag
Cc1ccc(S(=O)(=O)Nc2c(NC3CCCCC3)c3ccccc3oc2=O)c(C)c1	-18	79	-3	1	-1	1.2	.	-9	8	3.4	0.6
O=C(N/N=C/c1cc(Br)c(O)c(Br)c1O)c1ccc2c(c1)OCCO2	-8	104	-1	10	-2	-2.8	-1.8	-4	2	-0.2	0.2
COC(=O)c1ccc(C(=O)OC)c(NC(=O)CSc2nc(-c3ccco3)cc(C(F)(F)F)n2)c1	-3	105	4	8	6	.	2.3	-3	.	.	-0.7
N#Cc1ccc(S(=O)(=O)N2CCC(N3CCCCC3)CC2)cc1	63	95	6	39	4	-1.4	1.1	4	148	0.2	-1.2
CCOC(=O)c1c(C)c(C(=O)NCc2cccnc2)c(C)n1CC	.	97	8	2	-5	-1.7	2.7	-7	1	-0.2	-1.5
Cc1ccc2nc(NCCCO)nc(-c3ccccc3)c2c1	24	74	11	7	1	-1.9	1.4	15	7	2.7	-2.1
COc1ccc(S(=O)(=O)Nc2ccc3c(c2)C(=O)N([C@H](C)CO)C[C@H](C)[C@H](CN(C)Cc2ccc(C(=O)O)cc2)O3)cc1	-8	105	1	-2	-6	1.8	2.2	-3	4	3.8	-0.1
CC(OC(=O)C1CCN(S(=O)(=O)c2ccc(Cl)cc2)CC1)C(=O)N1CCc2ccccc21 (stereo unspecified)	20	78	10	-3	7	0.0	3.0	-1	1	-0.2	-1.7
NC(=O)c1cc(S(=O)(=O)N2CCN(c3cccc(Cl)c3)CC2)cs1	12	77	-2	17	-3	1.1	0.2	-5	-9	3.9	0.5
Cc1cccc2nnc(-c3ccccc3)n12	-4	124	4	1	-7	.	2.7	-2	.	.	-0.9
Cc1c([N+](=O)[O-])cc(C(=O)Nc2ccc(Cc3ccncc3)cc2)cc1[N+](=O)[O-]	13	110	-34	0	2	-2.3	0.4	0	1	-2.1	4.6
O=C(CSC(=S)N1CCCC1)c1ccccc1	7	105	8	-7	3	-2.9	0.6	-1	111	5.2	-1.9
CCCN(CCC)S(=O)(=O)c1ccc(C(=O)NCc2ccco2)cc1	-22	98	6	-3	3	-3.8	1.3	-4	-2	2.0	-1.2
CCCn1c(CN2CCN(C(=O)OCC)CC2)nc2cc(NC(=O)C(C)C)ccc21	8	92	6	-22	-2	-1.1	0.0	-7	-3	-0.9	-1.0
COc1ccc2c3c([nH]c2c1)C1CC2C(CC(O)C(OC)C2C(=O)O)CN1CC3 (stereo unspecified)	4	102	-5	10	-6	-0.7	3.7	-5	11	2.7	0.9
Cc1ccc(Oc2ccc(-c3nc(N)nc(N)n3)cc2)cc1	-14	104	-18	10	0	2.1	6.5	-17	5	-1.2	3.4
O=C(CN1C(=O)CSC1=O)NC1CCCCC1	.	.	10	-10	1	0.3	0.1	9	29	-1.1	-1.8
CCN(CC)CCCNC(=O)N[C@@H](Cc1ccccc1)C(=O)O	-3	92	11	6	5	0.0	2.2	-5	.	-1.0	-2.1
CN(C(=O)COC(=O)c1cc2ccccc2oc1=O)C1CCCCC1	15	.	7	21	5	-0.3	2.6	-7	-18	0.5	-1.8
CCOC(=O)c1oc2ccccc2c1NC(=O)c1ccc2c(c1)OCO2	-21	103	0	29	-3	-0.2	1.9	4	-31	-2.3	0.1
COc1ccc(CCNC(=O)Cn2cnc3sc(C)c(-c4ccc(F)cc4)c3c2=O)cc1OC	-9	100	-3	-1	-6	-0.5	2.8	19*	-6	1.2	0.6
COC(=O)c1ccc(CN2CCCC(C(=O)Nc3ccc(-c4ccn[nH]4)cc3)C2)cc1 (stereo unspecified)	-29	110	-6	8	-3	-3.4	3.9	-14	90	2.4	1.8
CCOc1ccc(S(=O)(=O)Nc2ccc(C(=O)NCC3CCCO3)cc2)cc1 (stereo unspecified)	-5	101	16	56*	1	-0.5	3.3	6	-8	1.1	-3.1
O=c1c2ccccc2nnn1Cc1ccc2ccccc2c1	-9	107	-9	-9	7	-1.0	3.5	-8	-17	0.4	1.9
CCCC(=O)Nc1ccc(N2CCOCC2)cc1	-23	98	-2	1	4	-0.1	0.5	-7	-1	0.0	0.3
O=C(c1ccco1)N1CCC(c2nc(-c3ccccc3Cl)no2)CC1	8	101	-4	2	3	1.3	2.6	-2	0	1.9	0.8
COc1ccc2nc(C)cc(NCc3cccc(C(F)(F)F)c3)c2c1	-13	103	-10	-2	5	0.6	7.0	7	4	4.6	1.8
COc1nc(Cl)cn(-c2ccc(C)cc2)c1=O	-28	102	0	-2	-6	-1.0	3.9	-2	-1	-0.7	0.1
CCOC(=O)C1=C(N)OC2=C(C(=O)CC(C)(C)C2)C1c1cccs1 (stereo unspecified)	16	101	4	-2	4	-1.4	2.6	-8	-1	-1.2	-0.8
CCC(=O)Nc1ccc(NC(=O)c2ccccn2)cn1	4	105	12	-10	-5	0.7	1.7	-13	-26	2.3	-2.1
CN(C)CCCNc1cc(Cl)c(S(=O)(=O)N2CCCCC2)cc1C(=O)O	1	103	-3	-11	-7	.	1.5	-6	.	.	0.5
C/C(=N\Nc1nc2c(s1)CCCC2)c1ccc(Cl)cc1	-4	97	-33	14	0	0.5	1.8	-3	26	1.6	5.9
CCN(CC)CCNC(=O)c1ccc(NC(=O)c2cn(-c3ccc(F)cc3)nc2-c2cccc(OC)c2)cc1	-24	108	-17	1	-1	-2.1	1.6	2	-21	2.2	2.1
N#Cc1nc(Cc2cccc3ccccc23)oc1NCC1CCCO1 (stereo unspecified)	6	111	13	-5	3	0.8	3.4	3	-7	-0.6	-2.5
CN1CCN(c2ccccc2NC(=O)c2ccc3c(c2)OCCO3)CC1	24	.	10	2	-16	-0.4	1.8	10	-1	4.6	-1.4
Cc1c(S(=O)(=O)NC2CCCCC2)c(=O)n(C)c(=O)n1C	.	96	10	-1	-9	0.6	2.4	3	1	5.8	-1.8
O=C1CCC([N+](=O)[O-])C(c2ccc(-c3ccccc3)cc2)N1 (stereo unspecified)	-10	108	7	33	-2	-0.2	0.5	12	13	0.1	-1.4
C/C(=N\NC(=O)c1ccc(Br)cc1)C1C(=O)c2ccccc2C1=O	16	100	4	-50	-1	-0.3	-0.1	-6	-1	2.1	-0.7
O=C(Cn1ncnn1)OCc1ccccc1Cl	-32	90	8	-6	11	3.4	2.0	8	-15	1.3	-1.4
Cc1cccc(N(C(=O)Cn2nnc3ccccc32)C(C(=O)NC(C)(C)C)c2ccsc2)c1 (stereo unspecified)	25	100	-22	9	-11	-1.2	-0.4	7	0	2.6	3.9
COCCN(CCOC)c1ncnc2c1cnn2-c1ccccc1	-15	102	27	0	-3	-0.9	2.5	-5	14	-0.9	-5.2
S=c1[nH]nc(-c2c[nH]c3ccccc23)o1	-3	90	8	-3	-2	2.6	3.0	-1	-2	1.1	-1.7
Cc1ccc(NCCC(=O)c2ccc(Cl)cc2)cc1C	-8	103	2	-4	-4	-2.7	3.8	2	-7	-0.8	-0.4
CCCC[C@@H]1C=C(C(=O)O)[C@H](c2ccc(C)cc2)N1S(=O)(=O)c1ccc(C)cc1	-2	109	3	19	8	-2.5	3.4	-7	46	1.0	-0.6
Oc1oc(-c2ccccc2)nc1C=Nc1ccccc1	7	104	8	4	0	-1.1	-0.3	-13	1	0.9	-1.4
Cc1n[nH]c(=O)nc1Nc1ccc(O)cc1	-1	104	15	8	-6	-1.8	1.3	-6	31	2.1	-2.8
O=C(NC1=NCCS1)C1CCN(S(=O)(=O)c2cc([N+](=O)[O-])ccc2Cl)CC1	-8	90	-26	-5	-2	-1.0	-0.2	-12	22	-0.9	5.8
Cc1cc(OCC(=O)Nc2ccccc2N2CCCC2)ccc1C(C)C	-19	112	-31	7	3	1.5	2.9	2	-18	3.3	4.8
CSc1ccccc1-c1nnc(NC(=O)Cc2ccccc2)o1	3	119	3	8	-6	-7.1	-3.8	9	6	-5.4	-0.6
CCOC(=O)CC[C@H](NC(=O)Cn1cnc2c(OCc3ccccc3)ncnc21)C(=O)OCC	-7	97	.	-18	3	0.4	2.1	-1	4	3.7	.
Cc1cc(C)cc(-n2c(C)cc(/C=N/NC(=O)CSc3ncccn3)c2C)c1	-11	.	20	14	-2	-4.0	0.6	-5	-20	-1.2	-3.5
COc1ccccc1N1CCN(CC(=O)Nc2cccc(F)c2)CC1	-4	117	18	4	5	0.0	-0.8	5	-7	2.6	-4.0
COCCCNC(=O)C12CCC(C)(C(=O)C1)C2(C)C (stereo unspecified)	3	100	8	-10	-3	0.6	1.4	-8	5	-1.2	-1.6
CC1CCCCN1c1ncnc(N)c1[N+](=O)[O-] (stereo unspecified)	5	.	2	6	6	0.3	4.9	-2	8	0.3	-0.5
C=CCc1c(NCCO)nc(C)[nH]c1=O	-5	99	2	6	2	-0.6	.	-10	-14	2.1	-0.3
O=C(NCCN1CCOCC1)c1ccc(Cl)cc1O	9	.	15	26	0	-0.4	3.2	-4	-8	3.1	-2.4
Cc1nc(C(=O)N(C)C)nn1-c1cc(Cl)ccc1Cl	.	.	7	2	0	-1.2	1.3	-13	275	2.6	-1.5
Cn1c(SCC(=O)NC2CCCCC2)nnc1-c1cccnc1	0	97	-15	6	-7	-0.8	0.3	4	8	1.0	1.8
COc1ccc(OC)c(C2NC(=O)CCC2[N+](=O)[O-])c1 (stereo unspecified)	9	94	12	-1	-7	-1.9	1.7	6	7	-0.8	-2.1
N#Cc1cc(C(=O)c2cc(F)ccc2O)cn(Cc2ccccc2)c1=O	-11	97	-10	48	-9	-1.3	3.6	-12	-5	1.2	1.8
Fc1ccccc1-c1nc2ncccc2o1	-34	101	-4	-21	-6	-0.2	0.0	1	-21	-0.4	0.8
O=C(COC(=O)C1CC2CCCC(C1)C2=O)Nc1ccccc1 (stereo unspecified)	-1	106	15	3	-1	-1.0	2.3	-4	.	3.6	-3.9
O=c1c(S(=O)(=O)c2ccc(Cl)cc2)cn(Cc2ccccc2F)c2ccc(F)cc12	1	77	-2	-7	0	-0.8	4.5	5	-5	0.8	0.3

Part of the list above in order of number of heavy atoms, low to high.
SMILES	PfHsp90 yeast 2	Pemphigus Ab inh	OPRM1-OPRD1 inv	Arr AP2 block	Tat export inh	Ecoli viability	phage Ecoli inh	PKA-R1A activ	SUMO Mot1 rescue	AddAB inh	OPRM1-OPRD1 ag
O=C(NCCN1CCOCC1)c1ccc(Cl)cc1O	9	.	15	26	0	-0.4	3.2	-4	-8	3.1	-2.4
O=C(NC1=NCCS1)C1CCN(S(=O)(=O)c2cc([N+](=O)[O-])ccc2Cl)CC1	-8	90	-26	-5	-2	-1.0	-0.2	-12	22	-0.9	5.8
Cc1cc(C)cc(-n2c(C)cc(/C=N/NC(=O)CSc3ncccn3)c2C)c1	-11	.	20	14	-2	-4.0	0.6	-5	-20	-1.2	-3.5

Bioassay records deposited in PubChem by several laboratories.

Rows are unselected; about 2.8% have a hit in one of these screens.
